MrgX1 agonist: activates human MrgX1 receptor signaling. 0.44% of 310,000 active. B-score at 10 µM. MrgX1-HEK293 cells, Fluo-4 calcium fluorescence, agonist mode; active compounds read high. AID 588627. Q96LB2;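 active = calcium response B-score plate-corrected fluorescence ratio at least 3 library SD, with starting fluorescence B-score inside 5 SD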
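Test system: Stable human MrgX1 HEK293 cell line | Schedule: Overnight plating before 1 h dye loading | Read-out basis: Baseline-normalised fluorescence change ratio, B-scored | Detection: Kinetic calcium dye fluorescence, Fluo-4 NW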
TRPC4 potent: allosterically enhances the mouse TRPC4 cation channel; Q9QUQ5; HEK293 TRPC4beta/mu-opioid, DAMGO EC20, Fluo-4 Ca2+ flux; active compounds read high; B-score at 10 µM; 0.42% of 310,000 active; AID 2227;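 active = B-score of calcium response area above 5 SD of library B-scores, with initial fluorescence ratio within 5 SD of library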;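 also: B-score of integrated fluorescence ratio over time as area under calcium response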
Target sequence (Q9QUQ5 whole entry, looked up): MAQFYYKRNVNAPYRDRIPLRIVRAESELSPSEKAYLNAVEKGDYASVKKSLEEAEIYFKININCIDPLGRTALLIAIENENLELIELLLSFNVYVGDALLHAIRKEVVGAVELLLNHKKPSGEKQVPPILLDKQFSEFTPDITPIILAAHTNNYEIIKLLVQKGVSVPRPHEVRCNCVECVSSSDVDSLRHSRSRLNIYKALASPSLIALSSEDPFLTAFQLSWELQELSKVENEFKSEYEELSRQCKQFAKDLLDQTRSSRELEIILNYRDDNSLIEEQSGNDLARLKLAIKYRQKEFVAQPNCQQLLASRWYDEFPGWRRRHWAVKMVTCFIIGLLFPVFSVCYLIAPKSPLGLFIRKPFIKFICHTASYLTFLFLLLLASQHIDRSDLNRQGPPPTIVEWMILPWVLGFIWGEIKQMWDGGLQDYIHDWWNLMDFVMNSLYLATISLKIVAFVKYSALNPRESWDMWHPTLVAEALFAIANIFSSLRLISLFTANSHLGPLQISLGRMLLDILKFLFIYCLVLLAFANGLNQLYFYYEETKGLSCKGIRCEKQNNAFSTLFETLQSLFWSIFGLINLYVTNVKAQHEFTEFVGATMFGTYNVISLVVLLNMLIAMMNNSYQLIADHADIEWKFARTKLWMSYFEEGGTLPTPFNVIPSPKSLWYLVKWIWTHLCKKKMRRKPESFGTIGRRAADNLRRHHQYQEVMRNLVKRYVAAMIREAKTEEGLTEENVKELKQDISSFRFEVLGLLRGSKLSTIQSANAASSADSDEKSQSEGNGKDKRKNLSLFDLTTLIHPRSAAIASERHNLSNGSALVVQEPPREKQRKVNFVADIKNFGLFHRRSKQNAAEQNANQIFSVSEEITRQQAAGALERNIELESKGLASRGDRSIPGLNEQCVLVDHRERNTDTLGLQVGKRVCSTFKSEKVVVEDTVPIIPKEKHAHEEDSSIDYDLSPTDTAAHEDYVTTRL
TMEM16A inh: inhibitors of mouse TMEM16A calcium-activated chloride channel. Q8BHY3. HEK293 TMEM16A/YFP iodide influx fluorescence, ionomycin. normalized B-score (activity score, 25-100; higher = stronger inhibition) at 10 µM. 1.2% of 310,000 active. AID 588511;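 active = ratio plate-corrected score three or more library SD toward inhibition, starting fluorescence score within five deviations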;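 also: score derived from kinetic fluorescence span divided by baseline fluorescence per well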
TRPC4 inh: TRPC4 (mouse) channel inhibition. Q9QUQ5. HEK293 TRPC4beta/mu-opioid, DAMGO-evoked Fluo4 calcium flux; active compounds read low. B-score at 10 µM. 0.39% of 300,000 active;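 active = B-score over 3 SD under the library average, no early fluorescence shift, positive overall ratio signal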
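Assay system: Stable TRPC4beta/mu-opioid receptor HEK293 cells | Reagent: DAMGO in two steps, submaximal then maximal | Compound dosing: Single concentration per test compound | Signal: Fluo4 Ca2+ flux fluorescence | Evaluation: Per-well B score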
TRPC6 act: activators of mouse TRPC6 channel; 0.13% of 310,000 active; Q61143; HEK293-TRPC6 membrane potential dye fluorescence; active compounds read high; B-score at 10 µM;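 active = B-score of the integrated fluorescence ratio above library mean plus 3 SD, and starting fluorescence ratio within library mean plus 5 SD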;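 also: higher score means more depolarization so channel activation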
MrgX1 antagonist: antagonists of human MrgX1 receptor. Q96LB2. MRGX1-HEK293 calcium flux, Fluo-4, BAM8-22 antagonism; active compounds read low. B-score at 10 µM. 1.3% of 310,000 active;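 active = calcium-response B-score plate-corrected more than 3 library SD below zero, starting fluorescence within 5 deviations, no agonist response on first addition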;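 also: peak minus trough fluorescence over baseline after final BAM8-22 challenge near maximal dose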
RGS4 block: inhibitors of human RGS4; P49798; HEK293 M3R/RGS4 inducible, Fluo-4 calcium flux; active compounds read high; triggered by carbachol at its EC20; B-score at 10 µM; 0.45% of 310,000 active; AID 463165;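 active = B-score, a plate-corrected calcium signal, over three deviations above library mean, with baseline fluorescence within five deviations of library mean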;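 also: RGS4 expression induced by doxycycline in cells with stable M3 receptor; B-score is computed from the integrated fluorescence ratio over baseline after carbachol; higher B-score means a larger calcium signal and so more RGS4 inhibition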
TRPC4 act: TRPC4 (mouse) channel activation; AID 2237; Q9QUQ5; 0.49% of 310,000 active; HEK293 TRPC4beta/mu-opioid, Fluo4 calcium fluorescence; active compounds read high; B-score at 10 µM;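 active = B-score above 5 SD of library B-scores, and initial fluorescence ratio not above library mean plus 5 SD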;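 also: positive B-score marks a calcium rise read as TRPC4 activation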
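system = HEK293 cells stably co-expressing mouse TRPC4beta and mu-opioid receptor | schedule = Fluo4 dye loading 45 min at room temperature, 110 s recording | measure = B-scored integrated calcium fluorescence ratio | signal = Fluo4 calcium-sensitive dye fluorescence, kinetic, 1 Hz baseline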
TMEM16A act: activators or potentiators of mouse TMEM16A chloride channel. 0.3% of 340,000 active. AID 623877. Q8BHY3. HEK293 TMEM16A/YFP-H148Q/I152L, iodide quench fluorescence; active compounds read low. B-score at 10 µM;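 active = fluorescence-ratio B-score plate-corrected deviation score at least 3 library SD below zero, with starting fluorescence score within 5 deviations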;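 also: channel opened by trigger with iodide after compound preincubation; score built on the fluorescence ratio of max minus min over baseline; more negative score means more quench and so TMEM16A activation or potentiation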
MrgX1 allo act: allosterically activates human MrgX1 receptor signaling | Q96LB2 | MrgX1-HEK293, Fluo-4 calcium flux, FDSS; active compounds read high | B-score at 10 µM | 0.63% of 310,000 active | AID 588675;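 active = plate-corrected calcium response at least 3 library SD above typical, normal starting fluorescence, not activating the receptor alone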;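 also: compound read alongside a low EC10 to EC30 dose of BAM8-22 agonist; peak minus trough fluorescence over baseline measured at the second addition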
TRPC6 inhibitor: mouse TRPC6 channel inhibition. HEK293-TRPC6, membrane potential dye, ACh-evoked depolarization; active compounds read low. B-score at 10 µM. 1.1% of 310,000 active. AID 2553;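 active = B-score under library mean minus 3 SD, initial fluorescence not abnormally high, positive integrated signal ratio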;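 also: B-score derived from integrated fluorescence ratio over the kinetic read; more negative B-score means stronger inhibition of depolarization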
The depositor's hits bear a star; i = inactive; . = no result given.

Each structure is followed by: MrgX1 agonist | TRPC4 potent | TMEM16A inh | TRPC4 inh | TRPC6 act | MrgX1 antagonist | RGS4 block | TRPC4 act | TMEM16A act | MrgX1 allo act | TRPC6 inhibitor
- Cc1oc2c(CN3CCOCC3)c(O)ccc2c(=O)c1-c1ccccc1
→ i | i | i | i | i | i | i | i | i | i | i
- CCC(=O)c1ccc(OCC(=O)OCC(=O)NCC2CCCO2)cc1 (configuration not stated)
→ i | i | i | i | i | i | i | i | i | i | i
- CCCCCc1nc2ccccc2c(=O)n1N
→ i | i | i | i | i | i | i | i | i | i | i
- CCN1C(=O)/C(=C2/Sc3ccccc3N2CCCS(=O)(=O)O)SC1=S
→ i | i | i | i | i | i | i | i | i | i | i
- O=C1C=C(N2CCN(C3=CC(=O)CCC3)CC2)CCC1
→ i | i | i | i | i | i | i | i | i | i | i
- Cc1nonc1C1CCCN1C(=O)c1cc(COc2ccc(F)cc2Cl)on1 (configuration not stated)
→ i | i | i | i | i | -8.8* | i | i | i | i | i
- CC(C)(C)n1nnnc1C(c1ccc2ncccc2c1)N1CCC(O)CC1 (configuration not stated)
→ i | i | i | i | i | i | i | i | i | i | i
- CCCCCNC(=O)C1CC(=O)OC12CCCCC2 (configuration not stated)
→ i | i | i | i | i | i | i | i | i | i | i
- N#CC1=C(N)Oc2n[nH]c(-c3cccs3)c2C1c1cccnc1 (configuration not stated)
→ i | i | i | i | i | i | i | i | i | i | i
- Cc1nnc2sc(SCC(=O)N3CCCCC3)nn2c1=O
→ i | i | i | i | i | i | i | i | i | i | i
- COc1cccc(NC(=O)CCNS(=O)(=O)c2ccc3c(c2)oc(=O)n3C)c1
→ i | i | i | i | i | i | i | i | i | i | i
- COc1ccc(N2CCN(C(=O)COc3ccccc3)CC2)cc1
→ i | i | i | i | i | i | i | i | . | i | i
- CC(C)NC(=S)n1cc(C(=O)c2cc(Cl)cc(Cl)c2O)cn1
→ i | i | i | i | i | i | i | i | i | i | i
- COc1ccccc1OCC(=O)NCCC1=CCCCC1
→ i | i | i | i | i | i | i | i | i | i | i
- COc1ccc(C(=O)CC(=O)O)c2c1C=CC(C)(C)O2
→ i | i | i | i | i | i | i | i | i | i | i
- COc1cc(CN2CCC(C(N)=O)CC2)ccc1OCc1ccccc1
→ i | i | i | i | i | i | i | i | i | i | i
- N#C/C(=C(/O)COC(=O)c1ccccc1O)c1nc2ccccc2s1
→ i | i | i | i | i | i | i | i | i | i | i
- CC(=O)Nc1ccc(S(=O)(=O)N2CCN(c3ccc([N+](=O)[O-])cc3)CC2)cc1
→ i | i | i | i | i | i | i | i | i | i | i
- CCOCCCNC(=O)C(c1ccc(C)cc1)N1CCOCC1 (configuration not stated)
→ i | i | i | i | i | i | i | i | i | i | i
- Cc1ccc([N+](=O)[O-])cc1/C=N/Nc1nnnn1-c1ccccc1
→ i | i | i | i | i | i | i | i | i | i | i
- CC1CCN(c2ccc([N+](=O)[O-])cc2C(=O)NCC2CCCO2)CC1 (configuration not stated)
→ i | i | i | i | i | i | i | i | i | i | i
- Cc1ccc(NC(=O)C2CC(=O)N(c3ccc4c(c3)OCCO4)C2)nc1 (configuration not stated)
→ i | i | i | i | i | i | i | i | i | i | i
- COc1ccc(/C(N)=N/OC(=O)Oc2ccccc2)cc1
→ i | i | i | i | i | i | i | i | i | i | i
- CSc1ccc(CN2CCN(Cc3ccc([N+](=O)[O-])cc3)CC2)cc1
→ i | i | i | i | i | i | i | i | i | i | i
- COc1ccccc1-c1cc(C(=O)NN)[nH]n1
→ i | i | i | i | i | i | i | i | i | i | i
- CC1(C(=O)O)Sc2[nH]c(=O)sc2C2c3ccccc3OC(=O)C21 (configuration not stated)
→ i | i | i | i | i | i | i | i | i | i | i
- O=C(Nc1cc(N2CCCCC2)ncn1)c1ccc(F)cc1
→ i | i | i | i | i | i | i | i | i | i | i
- CN1CCN(CCOCCOc2ccc(Br)cc2Cl)CC1
→ i | i | i | i | i | i | i | i | i | i | i
- CC(C)C(=O)Nc1c(O)c2ccccc2[nH]c1=O
→ i | i | i | i | i | i | i | i | i | i | i
- CCN(CC)S(=O)(=O)c1ccc(C)c(NC(=O)Cn2c(=O)cnc3ccccc32)c1
→ i | i | i | i | i | i | i | i | i | i | i
- CCOC(=O)N1CCN(CCCc2ccccc2)CC1
→ i | i | i | i | i | i | i | i | i | i | i
- CC(NS(=O)(=O)c1ccc(Br)cc1)C(=O)NCCc1ccccc1 (configuration not stated)
→ i | i | i | i | i | i | i | i | i | i | i
- O=c1c(-c2ccc(Br)cc2)[n+]([O-])c2ccccc2n1OCc1ccccc1
→ i | i | i | i | i | i | i | i | i | i | i
- COc1cc(NC(=O)CSc2nc3[nH]ncc3c(=O)n2-c2ccccc2C)cc(OC)c1OC
→ i | i | i | i | i | i | i | i | i | i | i
- O=C(Nc1ccc2c(c1)OCO2)C1CCN(C(=O)CSc2ncnc3ccccc23)CC1
→ i | i | i | i | i | i | i | i | i | i | i
- COc1ccc(Br)cc1S(=O)(=O)NCc1ccccc1
→ i | i | i | i | i | -4.9* | i | i | i | i | i
- CCC(=O)N1CCc2cc(S(=O)(=O)CCC(=O)NCc3cccc(OC)c3)ccc21
→ i | i | i | i | i | i | i | i | i | i | i
- CCCS(=O)(=O)N1CCC(C(=O)NCCc2ccccc2)CC1
→ i | . | i | . | . | i | . | . | i | i | .
- O=C(Nc1ccccn1)c1ccc(S(=O)(=O)N2CCCCC2)cc1
→ i | i | i | i | i | i | i | i | i | i | i
- COc1cc(/C=C2/C(=O)NN(c3ccc(Cl)cc3)C2=O)ccc1OC(=O)c1ccco1
→ i | i | i | i | i | i | i | i | i | i | i
- CC1CCN(C(=O)CN(Cc2ccc(Cl)cc2)S(C)(=O)=O)CC1
→ i | i | i | i | i | i | i | i | i | i | i
- O=C(CC(Cc1ccccc1)C(=O)O)Nc1ccccc1 (configuration not stated)
→ i | i | i | i | i | i | i | i | i | i | i
- O=C(NCC1CCCO1)c1ccc(Br)o1 (configuration not stated)
→ i | i | i | i | i | i | i | i | i | i | i
- CC[n+]1ccc(/C=C/c2c[nH]c3ccccc23)cc1
→ i | i | i | i | i | i | i | i | i | i | i
- Cc1ccc(C)c(OCCCC(=O)NC2CCCCC2)c1
→ i | i | i | i | i | i | i | i | i | i | i
- O=C(Nc1nnc(SCc2c(Cl)cccc2Cl)s1)c1cccc([N+](=O)[O-])c1
→ i | i | i | i | i | i | i | i | i | i | i
- CS(=O)(=O)N1CCN(CC(=O)NC2CCCC2)CC1
→ i | i | i | i | i | i | i | i | i | i | i
- COc1cc(C2C(C(=O)c3ccco3)=C(O)C(=O)N2Cc2ccccc2)ccc1O (configuration not stated)
→ i | i | i | i | i | i | i | i | i | i | i
- CC1CCN(C(=O)CN2C(=O)c3ccccc3S2(=O)=O)CC1
→ i | i | i | i | i | i | i | i | i | i | i
- O=C(c1ccco1)N1CCN(C2CC(=O)N(c3ccc(F)c(Cl)c3)C2=O)CC1 (configuration not stated)
→ i | i | i | i | i | i | i | i | i | i | i
- Cc1c(Cl)cccc1NC(=O)c1ccc(OCC(=O)NCc2ccccc2)cc1
→ i | i | i | i | i | i | i | i | i | i | i
- COc1cc(/C=N/n2nnnc2N)cc(OC)c1OC
→ i | i | i | i | i | i | i | i | i | i | i
- O=C(NC(=S)NC1CCSC1=O)c1ccccc1 (configuration not stated)
→ i | i | i | i | i | i | i | i | i | i | i
- O=C(NC1CCCC1)c1ccc(Cl)c(S(=O)(=O)N2CCCCC2)c1
→ i | i | i | i | i | i | i | i | i | i | i
- CCN1CCN(CCNC(=O)CS(=O)(=O)Cc2nc(-c3ccc(C)cc3)oc2C)CC1
→ i | i | i | i | i | i | i | i | i | i | i
- CC(NC(=S)NCCCN1CCOCC1)C12CC3CC(CC(C3)C1)C2 (configuration not stated)
→ i | i | i | i | i | i | i | i | i | i | i
- O=C(CSc1nnc(CNC(=O)c2c(F)cccc2F)o1)NCc1ccco1
→ i | i | i | i | i | i | i | i | i | i | i
- Cc1ccc(NC(=O)CN2C(=O)C3C4C=CC(C4)C3C2=O)cc1 (configuration not stated)
→ i | i | i | i | i | i | i | i | i | i | i
- Cc1onc(-c2ccccc2)c1C(=O)N1CCOCC1
→ i | i | i | i | i | i | i | i | i | i | i
- CCOc1ccc(S(=O)(=O)n2nc(C)c(S(=O)(=O)N3CCOCC3)c2C)cc1
→ i | i | i | i | i | i | i | i | i | i | i

(further entries)
Each structure is followed by: MrgX1 agonist | TRPC4 potent | TMEM16A inh | TRPC4 inh | TRPC6 act | MrgX1 antagonist | RGS4 block | TRPC4 act | TMEM16A act | MrgX1 allo act | TRPC6 inhibitor
- CC(=O)c1cccc(-n2nnnc2SCC(=O)Nc2cccc(NC(=O)c3ccco3)c2)c1
→ i | i | i | i | i | i | i | i | i | i | i
- O=C(CCN1CCCCC1)Nc1cccc(Cl)c1
→ i | i | i | i | i | i | i | i | i | i | i
- CCCSC(=O)N(CC)CC(=O)Nc1c(CC)cccc1CC
→ i | i | i | i | i | i | i | i | i | i | i
- COc1cc(Cl)c(S(=O)(=O)N2CC(C)OC(C)C2)cc1Cl (configuration not stated)
→ i | i | i | i | i | i | i | i | i | i | i
- Cc1cc(C(=O)Nc2ccc(F)cc2C)n(-c2ccccc2)n1
→ i | i | i | i | i | i | i | i | i | i | i
- COc1ccccc1NC(=O)c1oc2ccc(C)cc2c1C
→ i | i | i | i | i | i | i | i | i | i | i
- CNS(=O)(=O)c1cc(Nc2ncnc3sccc23)ccc1C
→ i | i | i | i | i | i | i | i | i | i | i
- Cc1sc2ncnc(SCC(=O)N3CCCC3)c2c1C
→ i | i | i | i | i | i | i | i | i | i | i
- CCCn1nc(NC(=O)c2ccncc2)c2cc3ccccc3nc21
→ i | i | i | i | i | i | i | i | i | i | i
- C=CCNc1nc(SCC=C)nc2ccsc12
→ i | i | i | i | i | i | i | i | i | 7.4* | i

Screening data as filed in PubChem.
